TDP1 cell noCPT: qHTS for Inhibitors of human tyrosyl-DNA phosphodiesterase 1 (TDP1): qHTS in cells in absence of CPT. AID 686978, 2013. Potency, µM (titrated, usually from 46.2 µM), for the others: at the highest dose activity change, negative = growth inhibition, actives largely listed as inhibitors. DT40 Tdp1-/- hTDP1 cells, no CPT, ATP luminescence, 48 h. actives 15% (n = 420,000); further: nearly all actives have a fitted effect of over 55% in size
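Readout: luminescence from CellTiter-Glo after 30 min in the dark at RT. Cells: DT40 Tdp1-/- with stable hTDP1, 400/well. Exposure: compounds alone, ≥48 hr, 37 °C.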
DT40 TDP1 CPT: qHTS for Inhibitors of human tyrosyl-DNA phosphodiesterase 1 (TDP1): qHTS in cells in presence of CPT | Potency, µM (doses to about 46.2 µM), inactives show top-dose activity change, negative = growth inhibition, usual class: inhibitors | chicken DT40 Tdp1-/-;hTDP1 cells + 20 nM CPT, ATP luminescence, 48 h | actives 12% (n = 420,000); further: nearly all actives have a fitted effect of over 55% in size
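Cell growth measured by CellTiter-Glo luminescence after a minimum 48 h, 37 C compound exposure with 20 nM CPT in Tdp1-knockout DT40 cells stably expressing hTDP1, seeded 400/well; qHTS titration format.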
TDP1 inh: qHTS Assay for Inhibitors of Tyrosyl-DNA Phosphodiesterase (TDP1) | Tyrosyl-DNA phosphodiesterase 1 (Homo sapiens), Q9NUW8 | recombinant TDP1, AlphaScreen DNA substrate cleavage | Potency, µM (titrated, usually from 130 µM), inactives show top-dose activity change, negative = inhibition, most hits filed as inhibitors | actives 0.28% (n = 350,000) | AID 485290, 2010; further: nearly all actives have a fitted effect of over 40% in size
Target sequence (Q9NUW8 whole entry, looked up): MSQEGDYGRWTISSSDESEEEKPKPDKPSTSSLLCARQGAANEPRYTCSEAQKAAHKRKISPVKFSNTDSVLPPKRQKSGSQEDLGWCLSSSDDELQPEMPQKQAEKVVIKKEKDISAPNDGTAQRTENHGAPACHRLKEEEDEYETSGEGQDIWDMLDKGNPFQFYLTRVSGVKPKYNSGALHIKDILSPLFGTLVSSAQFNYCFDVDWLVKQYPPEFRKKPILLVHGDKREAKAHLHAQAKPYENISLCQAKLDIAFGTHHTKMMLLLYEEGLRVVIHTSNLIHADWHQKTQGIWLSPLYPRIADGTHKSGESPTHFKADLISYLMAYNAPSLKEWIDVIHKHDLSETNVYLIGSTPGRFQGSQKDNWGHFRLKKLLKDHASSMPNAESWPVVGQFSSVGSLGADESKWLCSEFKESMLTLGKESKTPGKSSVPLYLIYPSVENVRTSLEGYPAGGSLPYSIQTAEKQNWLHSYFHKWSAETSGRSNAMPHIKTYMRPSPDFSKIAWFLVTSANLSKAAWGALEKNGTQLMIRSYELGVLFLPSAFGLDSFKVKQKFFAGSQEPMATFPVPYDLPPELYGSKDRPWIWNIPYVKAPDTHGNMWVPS
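Here, a 5' biotin and 3' phosphotyrosine-FITC DNA oligonucleotide reports Tdp1 activity: intact substrate bridges AlphaScreen beads, while cleavage leaves a 3' phosphate and drops signal. All incubations at room temperature.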
An asterisk follows results filed as active; [ ] = another dose, or the depositor's remark. The call rests on the fitted dose curve; in most records, active means well fitted curve in the direction sought with a large enough effect; inconclusive means small, poorly fitted or top-dose-only effect, or another doubt; inactive means no such curve, though single readings can be large; an effect the other way counts as inactive or inconclusive. On the % scale 0 is the no-effect control and ±100 the full control effect; potency means the concentration at half of the fitted maximal effect.

Screening Cc1ccc(C)c(-n2nnnc2Sc2nnnn2-c2ccccc2)c1 returned TDP1 cell noCPT 13µM*, DT40 TDP1 CPT inconclusive and TDP1 inh 4%.
For CCOc1cc(NC(=O)C2CCCCC2)c(OCC)cc1NC(=O)c1ccccn1 the results were TDP1 cell noCPT 1.6µM*, DT40 TDP1 CPT 3.7µM* and TDP1 inh 0%.
Fc1ccc(C2N(c3ccccc3)C(=S)N3CCCN23)cc1 (stereo not given) was read as TDP1 cell noCPT -29% and DT40 TDP1 CPT inconclusive.
`COC(=O)CSc1nnc(-c2ccccc2OC)o1` gave TDP1 cell noCPT -1%, DT40 TDP1 CPT -17% and TDP1 inh 9%.
Screening Cc1ccc(-n2ncc3c2CCCC3NC(=O)CCn2ccnc2C)cc1C (stereo not given) returned TDP1 cell noCPT inconclusive and DT40 TDP1 CPT -18%.
For CCn1cc(C(=O)NCCCO)c(=O)c2cc(F)c(N3CCN(C)CC3)cc21 the results were TDP1 cell noCPT -20% and DT40 TDP1 CPT -28%.
Screening Cc1cc(NC(=O)CSc2nc3cc(C)c(C)cc3cc2C)no1 returned TDP1 cell noCPT -29%, DT40 TDP1 CPT -9% and TDP1 inh 4%.
For CC(=O)c1ccc(-c2cnc3c(NC=O)cc(-c4cccc(C(=O)N(C)C)c4)cn23)cc1 the results were TDP1 cell noCPT 7.3µM* and DT40 TDP1 CPT 5.2µM*.
CC1CCN(C(=O)c2ncn(C)c2C(=O)N2CCC(C)CC2)CC1 was read as TDP1 cell noCPT -5%, DT40 TDP1 CPT -8% and TDP1 inh -1%.
`CC(C)Cc1ccc(C(C)C(=O)OCC(=O)c2c[nH]c3ccccc23)cc1` (stereo not given) gave TDP1 cell noCPT 13µM*, DT40 TDP1 CPT 10µM* and TDP1 inh 3%.
`Cn1c(=O)c2c([nH]c(=O)n2C)n(C)c1=O` gave TDP1 cell noCPT 3%, DT40 TDP1 CPT 3% and TDP1 inh 2%.
Screening Cc1cc(S(=O)(=O)N2CCN(c3c(C)cccc3C)CC2)ccc1F returned TDP1 cell noCPT inconclusive, DT40 TDP1 CPT -26% and TDP1 inh 9%.
CCOC(=O)c1sc(-c2ccccc2)cc1NC(=O)Nc1ccc([N+](=O)[O-])cc1 was read as TDP1 cell noCPT 21µM*, DT40 TDP1 CPT inconclusive and TDP1 inh 6%.
O=C(Nc1cc(Sc2ccccn2)cc([N+](=O)[O-])c1)c1ccc(Cl)cc1 was read as TDP1 cell noCPT 23µM*, DT40 TDP1 CPT inconclusive and TDP1 inh 9%.
`Cc1ccc(NC(=O)c2ccccc2-c2ccccc2C(=O)O)cc1C` gave TDP1 cell noCPT 0%, DT40 TDP1 CPT -13% and TDP1 inh -2%.

Three entries picked at random from those above:
Screening Cc1cc(S(=O)(=O)N2CCN(c3c(C)cccc3C)CC2)ccc1F returned TDP1 cell noCPT inconclusive, DT40 TDP1 CPT -26% and TDP1 inh 9%.
O=C(Nc1cc(Sc2ccccn2)cc([N+](=O)[O-])c1)c1ccc(Cl)cc1 was read as TDP1 cell noCPT 23µM*, DT40 TDP1 CPT inconclusive and TDP1 inh 9%.
Screening Cc1cc(NC(=O)CSc2nc3cc(C)c(C)cc3cc2C)no1 returned TDP1 cell noCPT -29%, DT40 TDP1 CPT -9% and TDP1 inh 4%.

Remaining list, next part:
COc1ccc2c(c1)OC(C)CN(CCNC(=O)C1CCOC1)C2 (stereo not given) was read as TDP1 cell noCPT 14% and DT40 TDP1 CPT 4%[9.04 µM].
Screening COc1cc(C(=O)Nc2sc3c(c2C(=O)O)CCC3)cc(OC)c1OC returned TDP1 cell noCPT -20%, DT40 TDP1 CPT -12% and TDP1 inh 11%.
CC1Nc2ncnc(N3CCN(c4ccccc4)CC3)c2N(Cc2ccccc2)C1=O (stereo not given) was read as TDP1 cell noCPT 16µM*, DT40 TDP1 CPT inconclusive and TDP1 inh 0%.
`CCOC(=O)N1CCN(C(=O)CSCc2ccccc2)CC1` gave TDP1 cell noCPT -15%, DT40 TDP1 CPT inconclusive and TDP1 inh 3%.
For O=C(NCCc1ccc(Cl)cc1)c1nnc(Cc2ccc(F)cc2)o1 the results were TDP1 cell noCPT 3%, DT40 TDP1 CPT 0% and TDP1 inh -2%.
Screening CCOc1ccccc1CN1CCN(Cc2ccc3cc(F)ccc3n2)CC1CCO (stereo not given) returned TDP1 cell noCPT -16% and DT40 TDP1 CPT inconclusive.
Screening O=C(CSc1ccc(-c2cccs2)nn1)Nc1ccccc1C(F)(F)F returned TDP1 cell noCPT inconclusive, DT40 TDP1 CPT inconclusive and TDP1 inh 3%.
O=C(CSCCOc1ccccc1)NCc1ccncc1 was read as TDP1 cell noCPT -17%, DT40 TDP1 CPT -3% and TDP1 inh 0%.
`CCOC(=O)c1cnn(CCOC(=O)c2ccccc2)c1NC(=O)c1ccccc1` gave TDP1 cell noCPT inconclusive, DT40 TDP1 CPT -8% and TDP1 inh 0%.
`Cc1ccc(NC(=O)CSc2n[nH]c(C)c2[N+](=O)[O-])cc1` gave TDP1 cell noCPT -15%, DT40 TDP1 CPT -7% and TDP1 inh 2%.
O=C(NCCN1CCOCC1)c1ccc(=O)n(Cc2ccc(Cl)cc2)c1 was read as TDP1 cell noCPT 7%, DT40 TDP1 CPT 1% and TDP1 inh 2%.
Screening O=C(CSc1ncn(-c2ccccc2)n1)Nc1nc(-c2ccccc2)cs1 returned TDP1 cell noCPT -11%, DT40 TDP1 CPT inconclusive and TDP1 inh 4%[56.1 µM].
COc1cc(C(=O)NCC2CCCO2)ccc1OCc1c(C)noc1C (stereo not given) was read as TDP1 cell noCPT 2%, DT40 TDP1 CPT 3% and TDP1 inh 1%.
NC(=O)c1ccc(Cn2c(C(=O)c3ccc(Cl)cc3)c3ccccc3[n+]2[O-])cc1 was read as TDP1 cell noCPT inconclusive, DT40 TDP1 CPT inconclusive and TDP1 inh 4%.
CCOc1ccc(CCNc2ncnc3onc(-c4ccc(Cl)cc4)c23)cc1 was read as TDP1 cell noCPT 8.2µM*, DT40 TDP1 CPT 9.2µM* and TDP1 inh 4%.

Reprinted from the entries so far for reference:
`Cc1ccc(NC(=O)c2ccccc2-c2ccccc2C(=O)O)cc1C` gave TDP1 cell noCPT 0%, DT40 TDP1 CPT -13% and TDP1 inh -2%.
COc1ccc2c(c1)OC(C)CN(CCNC(=O)C1CCOC1)C2 (stereo not given) was read as TDP1 cell noCPT 14% and DT40 TDP1 CPT 4%[9.04 µM].
Screening COc1cc(C(=O)Nc2sc3c(c2C(=O)O)CCC3)cc(OC)c1OC returned TDP1 cell noCPT -20%, DT40 TDP1 CPT -12% and TDP1 inh 11%.
CC1Nc2ncnc(N3CCN(c4ccccc4)CC3)c2N(Cc2ccccc2)C1=O (stereo not given) was read as TDP1 cell noCPT 16µM*, DT40 TDP1 CPT inconclusive and TDP1 inh 0%.
`CCOC(=O)N1CCN(C(=O)CSCc2ccccc2)CC1` gave TDP1 cell noCPT -15%, DT40 TDP1 CPT inconclusive and TDP1 inh 3%.

The list goes on:
For Cc1ccc(S(=O)(=O)NCCc2cn3ccsc3n2)c(C)c1 the results were TDP1 cell noCPT -20%, DT40 TDP1 CPT -20% and TDP1 inh 7%.
For CCCc1nc2oc3c(NCCCN(C)C)ncnc3c2c2c1CCCC2 the results were TDP1 cell noCPT inconclusive, DT40 TDP1 CPT inconclusive and TDP1 inh 6%.
`CCCCOc1ccc(CSC2=NCCN2)cc1[N+](=O)[O-]` gave TDP1 cell noCPT 21µM*, DT40 TDP1 CPT 18µM* and TDP1 inh 3%.
For CCOC(=O)[C@]12CCC=C1N(Cc1ccco1)C(=O)[C@H](CC(=O)NCc1cccc3ccccc13)C2 the results were TDP1 cell noCPT -17% and DT40 TDP1 CPT -16%.
Cc1ccc(C)c(S(=O)(=O)N(C(=O)c2ccncc2)c2ccc(OC(=O)c3ccncc3)cc2)c1 was read as TDP1 cell noCPT inconclusive, DT40 TDP1 CPT inconclusive and TDP1 inh -8%.
Screening Cn1c(=O)oc2cc(S(=O)(=O)NCC3CCCO3)ccc21 (stereo not given) returned TDP1 cell noCPT -4% and DT40 TDP1 CPT -3%.
For CC(CNC(=O)CC(C)(C)C)NC(=O)CC(C)(C)C (stereo not given) the results were TDP1 cell noCPT 11%, DT40 TDP1 CPT 1% and TDP1 inh -8%.
Screening CCOc1ccc(CCNC(=O)CCN2N=C(c3ccc(OC)cc3)CCC2=O)cc1OCC returned TDP1 cell noCPT inconclusive, DT40 TDP1 CPT inconclusive and TDP1 inh -3%.
For CCOc1ccc(-c2nnn(CC(=O)c3ccc4c(c3)OCCO4)n2)cc1OCC the results were TDP1 cell noCPT 18µM*, DT40 TDP1 CPT inconclusive and TDP1 inh 3%.
Screening COc1ccc([N+](=O)[O-])cc1C(=O)NCCOc1ccc(Cl)cc1 returned TDP1 cell noCPT inconclusive and DT40 TDP1 CPT -12%.
CCOc1ccccc1C1C(C(=O)OC)=CN(C)C=C1C(=O)OC was read as TDP1 cell noCPT -5%, DT40 TDP1 CPT 5% and TDP1 inh -8%.
For Cc1ccc2nc3sc(C(=O)NCCCN(C)c4ccccc4)cc3cc2c1 the results were TDP1 cell noCPT -15%, DT40 TDP1 CPT -30% and TDP1 inh 5%.
Screening Cc1cc(C)cc(OCCSc2nc3ccc(NC(=O)c4cccs4)cc3s2)c1 returned TDP1 cell noCPT 21µM*, DT40 TDP1 CPT inconclusive and TDP1 inh -3%.
For Cc1cccc(Cc2nc3ccccc3[nH]2)c1 the results were TDP1 cell noCPT inconclusive and DT40 TDP1 CPT -20%.
`COC(=O)[C@@H](NS(=O)(=O)c1cc(Br)ccc1Br)C(C)C` gave TDP1 cell noCPT inconclusive and DT40 TDP1 CPT inconclusive.
Screening COC(=O)c1ccc(NC(=O)COC(=O)C2CC(=O)N(Cc3ccccc3)C2)cc1 (stereo not given) returned TDP1 cell noCPT 8%, DT40 TDP1 CPT 1% and TDP1 inh 3%.
Screening Cc1cc(=O)oc(C)c1C(=O)NCc1c(F)cc(F)cc1F returned TDP1 cell noCPT -3%, DT40 TDP1 CPT -1% and TDP1 inh -3%.
For O=C(N/C(=C\c1cccnc1)C(=O)N1CCOCC1)c1cccc(Br)c1 the results were TDP1 cell noCPT -7%, DT40 TDP1 CPT 5% and TDP1 inh 2%.
`Cc1nn(C/C(C#N)=N\O)c(C)[n+]1N` gave TDP1 cell noCPT 3%, DT40 TDP1 CPT 0% and TDP1 inh 2%.
Screening Cn1c(CN2CCN(CCO)CC2)c(C#N)c2ccccc21 returned TDP1 cell noCPT -14%, DT40 TDP1 CPT 1% and TDP1 inh -1%.
Screening O=C(c1cnccn1)N1CCC2(CC1)CN(c1ccccc1)C2 returned TDP1 cell noCPT -9% and DT40 TDP1 CPT 0%.
CN(C(=O)CCNC(=O)Cn1cnc2ccccc2c1=O)c1ccc(Br)cc1 was read as TDP1 cell noCPT -13%, DT40 TDP1 CPT 2% and TDP1 inh 10%.
COc1ccc(-c2cc3nc(C)c(CCC(=O)NCc4ccccc4Cl)c(C)n3n2)c(OC)c1 was read as TDP1 cell noCPT 13µM*, DT40 TDP1 CPT 18µM* and TDP1 inh 3%.
Screening COc1cccc(CC(=O)OCC(=O)N(C)CC(=O)Nc2ccccc2Cl)c1 returned TDP1 cell noCPT 0%, DT40 TDP1 CPT -4% and TDP1 inh 0%.
`COc1ccc(C(NC(=O)C(C)C)c2c(O)ccc3ccccc23)cc1OC` (stereo not given) gave TDP1 cell noCPT 2%, DT40 TDP1 CPT 5% and TDP1 inh 3%.
O=S(=O)(Nc1ccc2nc(-c3ccc(F)cc3)oc2c1)c1ccccc1 was read as TDP1 cell noCPT -29%, DT40 TDP1 CPT inconclusive and TDP1 inh 1%.
Screening Cc1c(NC(=O)CSc2ccccc2Cl)c(=O)n(-c2ccccc2)n1C returned TDP1 cell noCPT -10%, DT40 TDP1 CPT 1% and TDP1 inh -3%.
Screening COc1ccc(NC(=O)C2(C)CCN2Cc2ccccc2OC(F)F)cc1OC (stereo not given) returned TDP1 cell noCPT 12µM* and DT40 TDP1 CPT inconclusive.
COc1ccc(/C=C/C(=O)Nc2ccccc2C(=O)O)cc1 was read as TDP1 cell noCPT -20%, DT40 TDP1 CPT inconclusive and TDP1 inh 2%.
Screening CC(=NC(C)C)C1=C(O)CCC1=O returned TDP1 cell noCPT -19%, DT40 TDP1 CPT -16% and TDP1 inh 2%.
For O=C(O)CCSC(=S)N1CCOCC1 the results were TDP1 cell noCPT 11% and DT40 TDP1 CPT -13%.
N#CC1=C(N)Oc2cc3ccccc3cc2C1c1cccs1 (stereo not given) was read as TDP1 cell noCPT 11µM*, DT40 TDP1 CPT 11µM* and TDP1 inh 7%.

Assay outcomes: PubChem, National Center for Advancing Translational Sciences (NCATS)
